FLuc counter: firefly luciferase modulation, counter-screen for miR-21 project; purified FLuc, Km substrates, luminescence inhibition; P08659; Potency, µM (top dose mostly 57.5 µM), for inactives: at the highest dose activity change, negative = inhibition, most hits filed as inhibitors; 360,000 compounds, 6.9% hits;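 note: potency is the fitted concentration of half-maximal effect; plate controls were vehicle for no effect and reference inhibitor for full effect; nearly all actives have a fitted effect of over 55% in size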
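Biochemical qHTS of compounds, final roughly 60 µM downward over six points, against 10 nM purified firefly luciferase using Km concentrations of substrates (10 uM D-luciferin, 10 uM ATP) in Tris acetate pH 7.5 buffer; luminescence output.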
RORgamma inh: ROR gamma (mouse) transcription inhibition | P51450 | Drosophila S2 Gal4-RORgamma UAS-luciferase reporter, 20 h | Potency, µM (titrated, usually from 53.6 µM), for the others: at the top dose activity change, negative = inhibition, hits mostly inhibitors | 310,000 compounds, 5.4% hits; note: potency is the fitted concentration of half-maximal effect; % is set by controls: 0 for no effect and ±100 for the full control effect; nearly all actives have a fitted effect of over 60% in size
Target sequence (P51450 whole entry, looked up, the tested form may be a part): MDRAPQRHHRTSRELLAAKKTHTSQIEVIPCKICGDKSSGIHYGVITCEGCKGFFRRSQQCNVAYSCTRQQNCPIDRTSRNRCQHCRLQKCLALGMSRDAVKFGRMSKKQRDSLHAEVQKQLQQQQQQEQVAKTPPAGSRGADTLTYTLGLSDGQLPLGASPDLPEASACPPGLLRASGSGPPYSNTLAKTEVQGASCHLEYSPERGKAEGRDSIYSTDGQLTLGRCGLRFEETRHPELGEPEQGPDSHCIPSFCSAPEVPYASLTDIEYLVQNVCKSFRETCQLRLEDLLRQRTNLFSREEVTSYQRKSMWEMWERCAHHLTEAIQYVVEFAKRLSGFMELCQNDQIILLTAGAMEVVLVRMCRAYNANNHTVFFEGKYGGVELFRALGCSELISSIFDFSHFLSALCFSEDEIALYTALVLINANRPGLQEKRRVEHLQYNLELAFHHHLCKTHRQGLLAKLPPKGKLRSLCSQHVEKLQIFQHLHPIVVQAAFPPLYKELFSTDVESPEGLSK
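Stable Schneider cell line, Gal4 DNA-binding domain fused to ROR gamma, UAS-luciferase. Cmpd 1 hr RT → CuSO4 700 uM final → 20 hr RT → luciferase reagent 10 min → luminescence.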
Tb PFK inh: T. brucei PFK enzyme inhibition. T. brucei PFK, ADP-Glo luminescence. 330,000 compounds, 0.17% hits. Potency, µM (series often up to 57.5 µM), for inactives: top-dose activity, negative = inhibition, usual class: inhibitors. O15648;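 note: potency is the fitted concentration of half-maximal effect; 0% = uninhibited 1x PFK enzyme wells and -100% = no-enzyme wells; nearly all actives have a fitted effect of over 60% in size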
Target sequence (O15648 whole entry, looked up): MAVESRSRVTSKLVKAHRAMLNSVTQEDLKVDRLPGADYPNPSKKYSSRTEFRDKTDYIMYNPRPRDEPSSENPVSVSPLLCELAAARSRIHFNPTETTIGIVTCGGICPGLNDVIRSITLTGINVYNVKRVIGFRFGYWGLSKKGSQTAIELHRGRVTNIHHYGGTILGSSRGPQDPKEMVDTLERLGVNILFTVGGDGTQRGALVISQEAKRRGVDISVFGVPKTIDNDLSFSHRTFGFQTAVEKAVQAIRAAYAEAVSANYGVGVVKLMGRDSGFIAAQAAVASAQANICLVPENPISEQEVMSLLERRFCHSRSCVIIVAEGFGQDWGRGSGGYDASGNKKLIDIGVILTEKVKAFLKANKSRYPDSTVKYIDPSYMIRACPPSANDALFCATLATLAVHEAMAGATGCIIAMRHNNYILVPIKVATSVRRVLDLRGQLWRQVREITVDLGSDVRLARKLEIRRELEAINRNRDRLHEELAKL
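Luminescent ADP detection (ADP-Glo, two-step: ATP depletion then ADP-to-ATP conversion for luciferase) reported PFK activity after 45 min room-temperature reaction of 1.25 nM enzyme with 0.5 mM F6P and 0.1 mM ATP at pH 8.0.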
uPA generation: blocks generation of uPA at the cell surface; 330,000 compounds, 0.31% hits; AID 540303; cell surface uPA generation assay, qHTS; Potency, µM (titrated, usually from 38.3 µM), for inactives: at the highest dose activity change, negative = inhibition, most hits filed as inhibitors; active = well fitted inhibition curve with a large enough effect; inconclusive = small, poorly fitted or top-dose-only effect; inactive = no such curve, though single readings can be large or run the other way; tested in mouse RAW 264.7 cells; note: potency is the fitted concentration of half-maximal effect; % is set by controls: 0 for no effect and ±100 for the full control effect; nearly all actives have a fitted effect of over 55% in size
NPC1 promoter act: NPC1 promoter activation | AID 485313 | 320,000 compounds, 2.4% hits | Potency, µM (highest dose often 9.22 µM), for inactives: top-dose activation, hits mostly activators | Huh7 NPC1 promoter luciferase reporter, 24 h;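 note: potency is the fitted concentration of half-maximal effect; % of control where 0% means no effect; nearly all actives have a fitted effect of over 60% in size; reporter is driven by a mutant NPC1 promoter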
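NPC1 promoter–luciferase Huh7 cells; 24 h compound; luminescence.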
Gal4-VP16 FLuc: counter-screen for ROR gamma inhibitors: Gal4-VP16 reporter; Drosophila S2 Gal4-VP16 UAS-luciferase, luminescence, 20 h; Potency, µM (series often up to 53.6 µM), for inactives: at the top dose activity, negative = inhibition, hits mostly inhibitors; 310,000 compounds, 3.5% hits;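 note: Gal4-VP16 expression switched on by copper sulfate through the metallothionein promoter; potency is the fitted concentration of half-maximal effect; % is set by controls: 0 for no effect and ±100 for the full control effect; nearly all actives have a fitted effect of over 50% in size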
KCNH2 3.1 inh: blocks the human KCNH2 3.1 channel isoform; U2OS KCNH2 3.1, thallium flux FluxOr; hits give low values; activity change, % (tested at about 1.8 µM); 340,000 compounds, 0.95% hits; AID 720553;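 active = maximum activity change below -70%; inconclusive = maximum activity change from -70% to -50%; inactive = maximum activity change above -50%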;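 note: thallium influx rate constant from kinetic fluorescence after stimulation buffer; % is set by controls: 0 for no effect and ±100 for the full control effect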
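Virally transduced U2OS (3.1 isoform, 4 h infection in dark at RT) → overnight 37 C → FluxOr + Red40 in HBSS/HEPES, 45 min → stimulation buffer, 2 min kinetic read → rate constant vs DMSO controls.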
Giardia kill: kills Giardia lamblia; Giardia lamblia trophozoite viability; activity change, % at 7.66 µM, hits read low; 340,000 compounds, 0.15% hits; AID 540267; in the data active = activity change below about -80%; inconclusive = between about -30% and that limit;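 note: parasites exposed to compound for two days anaerobically before the ATP read; % is set by controls: 0 for no effect and ±100 for the full control effect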
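Luminescent ATP signal served as the viability read-out, measured 15-30 min after adding ATP detection reagent to trophozoites that had been incubated with compounds for 48 hrs at 37 deg C anaerobically at 100 cells/well.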
Rab9 prom act: activators of Rab9 promoter; Huh7 Rab9 promoter-luciferase reporter, luminescence, 24 h; Potency, µM (doses to about 9.22 µM), for inactives: at the highest dose activation, negative = inhibition, most hits filed as activators; 320,000 compounds, 2.8% hits; note: potency is the fitted concentration of half-maximal effect; % of control where 0% means no effect; nearly all actives have a fitted effect of over 60% in size
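Cells were plated at 1500 per well in reduced-serum medium with 10% FBS and left 2 h. Compound in DMSO was then added for 24 h at 37 °C. Reporter signal was read by luminescence after 10 min with luciferase detection reagent.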
ELG1 genotoxic: induces genotoxicity in HEK293T cells with luciferase-tagged ELG1. HEK293T ELG1-luciferase reporter, luminescence, 16 h. 330,000 compounds, 1.3% hits. AID 504466. Potency, µM (top dose mostly 46 µM), without a hit: at the highest dose activity change, positive = activation, most hits filed as activators; note: potency is the fitted concentration of half-maximal effect; % of control where 0% means no effect; nearly all actives have a fitted effect of over 60% in size
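Reporter readout depends on ELG1 protein level, which increases with genetic stress. After 16 hr compound exposure at 37 °C, luciferase activity was quantified using ONE-Glo.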
FBPA coupling cs: counter-screen for Giardia aldolase inhibitors: coupling enzyme system | coupling enzyme system counterscreen, AmpLite Red fluorescence | activity change, negative = inhibition, % at 58.2 µM, hits read low | 290,000 compounds, 0.67% hits | AID 2472; in the data active = activity change below about -30%; note: % is set by controls: 0 for no effect and ±100 for the full control effect
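First, compound is pin-transferred into glyceraldehyde-3-phosphate coupling-enzyme reagent at 57.5 uM final and held 10 min at RT. Next, substrate, coupling system and AmpLite Red are added. After 20 min RT, fluorescence (525/598 nm) is read.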
Active calls of the source: *; ? = inconclusive; . = not tested or not shown; & = joins results of further samples; [ ] = another dose, or the depositor's remark. Unless noted, calls come from the whole dose curve; as a rule, active = well fitted curve in the direction sought with a large enough effect; inconclusive = small, poorly fitted or top-dose-only effect, or another doubt; inactive = no such curve, though single readings can be large; an effect the other way counts as inactive or inconclusive.

structure	FLuc counter	RORgamma inh	Tb PFK inh	uPA generation	NPC1 promoter act	Gal4-VP16 FLuc	KCNH2 3.1 inh	Giardia kill	Rab9 prom act	ELG1 genotoxic	FBPA coupling cs
CCOc1cc(S(=O)(=O)Nc2ncn[nH]2)ccc1Br	8%	-22%	2%	-4%	-2%	2%	.	-19	-2%	0%	5
COCCCN1CC(=O)N2C(c3cccc(OC)c3)c3[nH]c4ccccc4c3C[C@H]2C1=O (stereo not given in full)	3%	-35%	0%	-6%	1%	-3%	8	17	0%	-5%	2
CCOC(=O)C1CCCN(C(=O)c2ccccc2NC(C)=O)C1 (stereo not given)	1%	20%[0.365 µM]	-5%	1%	-2%	.	3	5	-1%	1%	-2
COc1ccc(NC(C)=O)cc1S(=O)(=O)Nc1ccc(S(=O)(=O)N2CCCCC2)cc1	.	.	0%	4%	.	.	14	13	.	3%	.
C(=N\Nc1nc(Nc2ccccc2)nc(Nc2ccccc2)n1)/c1ccncc1	0%	-34%	4%	13%	-7%	-22%	-8	2	-9%	1%	0
CCC(=O)N1CCN(C(=O)c2ccccc2)CC1	0%	.	0%	-18%	6%[46.1 µM]	.	-6	-16	-1%[46.1 µM]	-10%	.
O=C(Nc1ccccc1N1CCN(c2ccccc2)CC1)c1ccccc1F	-2%	-13%	-4%	-1%	2%	-17%	-13	-10	-8%	-9%	-1
Cc1cc(C)n(CC(=O)NC2CCCc3c2cnn3-c2ccc(C)c(C)c2)n1 (stereo not given)	?	19%	0%	-2%	?	-22%	4	-4	?	17%	0
O=C(Cn1cnc2ccccc2c1=O)N1CCN(c2ccccc2)CC1	-3%	15%	-1%	3%	-5%	15%	-2	-2	1%	1%	3
Cc1ccc(C)c(CSc2nc3[nH]ncc3c(=O)[nH]2)c1	-4%	-22%	2%	-12%	-29%	-13%	0	-15	-20%	-14%	4
COc1ccc(NC(=S)N2CCN(Cc3ccco3)CC2)c(OC)c1	?	2%	-4%	2%	1%	-6%	-2	-6	2%	4%	2
COc1ccccc1N1CCN(C(=O)c2ccc3c(c2)CCN3S(=O)(=O)c2ccccc2)CC1	5%&0%	?	1%	-10%	-26%	-20%	0	7	0%	-13%	.
O=C(CCc1nnc(Cc2ccc(-c3ccccc3)cc2)o1)NCCc1cccnc1	-16%	6%	-3%	-3%	-3%	-17%	11	7	-11%	-7%	6
Cc1cccc(NC(=O)Cc2ccc(NC3=NC4CS(=O)(=O)CC4S3)cc2)c1 (stereo not given)	5%	-1%	1%	8%	-5%	-1%	-12	-13	8%	7%	1
COC(=O)c1ccc(C(=O)OC)c(NC(=S)N2CCN(c3ccccc3)CC2)c1	4%	-43%	0%	-6%	-5%	-8%	-1	-2	-1%	-3%	0
Cc1occc1-c1nnc(SCC(=O)N2c3ccccc3CCc3ccccc32)n1C	2%	7%	-2%	-4%	1%	9%	5	-1	-4%	0%	-1
CCOC(=O)C(NCc1ccccc1OC)(NC(=O)c1ccccc1)C(F)(F)F (stereo not given)	4%	-18%	-3%[0.46 µM]	1%	2%	-10%	5	15	8%	3%	-1
COc1ccc(C(CNC(=O)c2cccc(S(=O)(=O)N3CCCC(C)C3)c2)N(C)C)cc1 (stereo not given)	4%	.	0%	?	-1%	.	-27	17	-3%	0%	.
CC(C)c1nc2sc3c(c2c(=O)[nH]1)CC(C)(C)OC3	2%	1%	-1%	5%	3%	-3%	4	-18	0%	1%	0
Cc1onc(-c2c(Cl)cccc2Cl)c1-c1nc2cc(Cl)ccc2c(=O)o1	-2%	?	-3%	-9%	4%	-6%	2	11	4%	-4%	7
O=C(NCCO)c1ccc(Oc2ccc(C(F)(F)F)cc2[N+](=O)[O-])cc1	-16%	26%	-1%	0%	-4%	-4%	4	-12	-2%	-2%	-4
CCOC(=O)c1sc(NC(=O)CSc2n[nH]c(-c3ccncc3)n2)c(C#N)c1C	0%	1%	4%	2%	1%	-5%	-5	-2	-9%	-13%	4
COc1cc(-n2c(=O)c3ccccc3n(Cc3cccc(F)c3)c2=O)cc(OC)c1OC	-1%	7%	-4%	2%	-4%	-10%	-3	2	3%	2%	1
CN(C)S(=O)(=O)c1ccc(N2CCCC2)c(C(=O)N2CCN(c3ccc([N+](=O)[O-])cc3)CC2)c1	-3%	20%	-4%	-9%	-1%	-13%	-116*	?	0%	-3%	1
CC(C)N(Cc1cnn(C)c1)Cc1nc(Cc2ccccc2Cl)no1	-1%	10%	-1%	3%	-3%	-5%	-15	1	-1%	-3%	-2
CC1CC(=O)N(c2ccc(NCc3ccc(Cl)cc3)c([N+](=O)[O-])c2)C1=O (stereo not given)	-5%	?	?	3%	-6%	?	2	-5	-9%	0%	1
COc1ccc(-c2c(C#N)c(N)nc3sc(C(=O)c4ccc(C)cc4)c(N)c23)cc1	1%	-2%	-2%	3%	-6%	-3%	-15	-18	-7%	-1%	0
COC(=O)CSc1nnc(-c2sc3ccccc3c2Cl)o1	5.4µM*	?	8%	-6%	-6%	20µM*	-2	-11	4%	-2%	0
CC(C)(CNC(=O)c1ccc(NS(=O)(=O)c2ccc(F)c(F)c2)cc1)N1CCOCC1	3%	.	2%	4%	-2%	.	-3	7	0%	-2%	.
O=C(COC(=O)c1ccc(F)c(S(=O)(=O)N2CCOCC2)c1)NCCc1ccccc1	-2%	.	-4%	5%	-7%	.	-9	-7	-4%	2%	.
COc1ccc(CNC(=O)CCn2cccc2)cc1	-16%	18%	-3%	12%	-1%	-5%	2	5	-2%	4%	4
c1ccc(CN2CCN(Cc3c[nH]c4ccccc34)CC2)cc1	0%	7%	-6%	-19%	1%	-5%	16	-4	-2%	-8%	2
Cc1ccc(-n2c(C)cc(/C=C3\SC(=O)NC3=O)c2C)cc1	2.7µM*	16%	4%	?	2.5µM*	-8%	24	-11	0.71µM*	?	3
CC(Oc1ccccc1)C(=O)Nc1nnc(S(=O)(=O)N(C)c2ccccc2)s1 (stereo not given)	-1%	?	0%	3%	-2%	3%	1	7	-7%	-3%	.
COc1ccc(OC)c(NC(=O)CS(=O)(=O)Cc2ccccc2)c1	1%	.	-4%	-1%	1%	.	-6	16	0%	0%	0
CC(=O)C1=C(C)NC(SCC(=O)c2ccc(Cl)cc2Cl)=C(C#N)C1c1ccco1 (stereo not given)	4%	?	-1%	?	1%	4.5µM*	-17	-2	-6%	-2%	-23
C=CCNC(=O)C1CCN(c2ccc(S(=O)(=O)N3CCOCC3)cc2[N+](=O)[O-])CC1	0%	19%	-4%	-1%	-3%	5%	14	-28	-6%	-2%	1
COC(=O)/C=C/c1ccc(-n2cncn2)cc1	-10%	16%	2%	4%	2%	4%	.	2	-7%	6%	0
CCN1c2ccccc2NC2N=C(OC)C(c3ccccc3)C21 (stereo not given)	-3%	-8%	-16%	?	19%	-14%	-8	-5	-1%	-15%	6
Cc1ccc(NC(=O)C2(NC(=O)c3ccccn3)CCCCC2)cc1Br	-9%	6%	-1%	-5%	0%	-3%	9	-2	-2%	-1%	-12
Cc1ccc(S(=O)(=O)c2nnn3c2nc(N2CCOCC2)c2ccccc23)c(C)c1	2%	4%	-3%	-3%	-6%	1%	7	35[activator]	-3%	0%	.
CCNc1nc(N)nc(Oc2ccc(OCc3ccccc3)nn2)n1	-1%	-12%	-6%	.	-2%	-1%	7	-1	-10%	11%	5
COc1cc(/C=C2\SC(=O)N(Cc3ccc(F)cc3)C2=O)cc([N+](=O)[O-])c1O	-10%	14%	-2%	1%	-6%	-6%	5	?	-14%	-9%	6
O=S(=O)(Cc1nnnn1-c1ccc(Br)cc1)c1ccc(F)cc1	-3%	35%	5%	4%	0%	17%	-2	19	0%	-2%	.
CCCCSc1cc(C)nc(N)n1	?	23%	8%	-3%	20%	23%	5	10	20%	8%	2
Cc1ccc(SCC(=O)NCCN2C(=O)CSC2=O)c(C)c1	-2%	0%	-2%	-2%	0%	-7%	25	-9	1%	1%	1
COc1ccccc1-c1nnc(SCC(=O)N2CCCC2)o1	-18%	4%	2%	-1%	25%	7%	1	-23	17%	?	1
O=C(c1ccco1)N1CCN(C(=O)c2[nH]ncc2[N+](=O)[O-])CC1	-3%	-1%	0%	-1%	1%	-18%	17	-15	0%	-3%	2
COc1ccc2c(c1)CCCN2S(=O)(=O)c1ccc(Cl)cc1	3%	.	1%	?	0%	.	-1	-15	3%	-2%	-4
CC(=O)N1CCN(C(=O)c2ccc(NS(=O)(=O)c3ccc4c(c3)OCCO4)cc2)CC1	3%	.	1%	-21%	-1%	.	8	-15	1%	-1%	.
CCOC(=O)N1CCN(S(=O)(=O)c2ccc(C(=O)NNc3nc4c(C)cc(C)cc4s3)cc2)CC1	-4%	14µM*	-21%	?	-8%	20µM*	-7	-14	0%	-1%	-3

Assay outcomes from PubChem.
